mcGAS lum: cyclic GMP-AMP synthase inhibitors, mouse, primary biochemical chemiluminescence; Q8C6L5; recombinant cGAS, Kinase-Glo ATP depletion luminescence; inhibition, % at 12.5 µM; 0.15% of 160,000 active; AID 1259399, 2018;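 also: 0% = negative control wells and 100% = reference inhibitor with no enzyme activity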
NPYLR7 ag: agonists of mosquito NPYLR7 receptor, primary screen, cell-based, Aedes aegypti, calcium fluorescence, mosquito biting behavior; HEK293T NPYLR7/Galpha15, GCaMP6s calcium fluorescence; activation, % at 10 µM; 0.15% of 270,000 active; AID 1259423, 2018; in the data active = activation above about 40%;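 also: 0% = vehicle and 100% = reference agonist at the receptor; some compounds past the cut are filed as inactive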
hcGAS inh: Primary biochemical luminescence assay for human cyclic GMP-AMP synthase inhibitors; AID 1259398, 2018; recombinant h-cGAS, ATP depletion, Kinase-Glo luminescence; 0.081% of 290,000 active; Q8N884; inhibition, % at 12.5 µM;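 also: 0% = vehicle reaction and 100% = reaction without DNA for no activity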
Target sequence (Q8N884 whole entry, looked up): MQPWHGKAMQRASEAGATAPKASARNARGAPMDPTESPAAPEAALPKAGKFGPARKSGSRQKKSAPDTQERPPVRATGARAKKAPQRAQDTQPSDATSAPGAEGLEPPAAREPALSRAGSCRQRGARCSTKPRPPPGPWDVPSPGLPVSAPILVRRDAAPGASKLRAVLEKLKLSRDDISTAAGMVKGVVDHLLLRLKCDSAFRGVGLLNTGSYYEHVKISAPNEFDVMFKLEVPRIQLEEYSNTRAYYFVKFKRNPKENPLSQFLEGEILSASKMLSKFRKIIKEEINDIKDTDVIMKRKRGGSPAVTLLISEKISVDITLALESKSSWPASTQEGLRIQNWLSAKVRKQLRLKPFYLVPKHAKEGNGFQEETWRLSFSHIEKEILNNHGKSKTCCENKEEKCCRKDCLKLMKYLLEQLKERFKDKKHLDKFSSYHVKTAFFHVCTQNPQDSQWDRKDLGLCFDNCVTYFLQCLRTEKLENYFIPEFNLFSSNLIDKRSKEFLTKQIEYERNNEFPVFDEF
Starred values were filed as active, the others as inactive; nt = no result given; & = joins results of further samples. Rule as the data show it, unless noted: active = inhibition above about 40%; inactive = the rest. Hits appear at their usual frequency, and some 0.29% of all compounds hit somewhere here.

item	smiles	mcGAS lum	NPYLR7 ag	hcGAS inh
1	CCOC(=O)N1CCN(C(=O)c2cc3ccsc3n2Cc2ccccc2OC)CC1	-6	8	-5
2	Cc1cc(=O)[nH]c2c(C)c(Cl)ccc12	nt	0	-3
3	CC(C)Cn1c(SCCC(N)=O)nc2sc3c(c2c1=O)CCC3	nt	0	-4
4	COc1ccc2ccccc2c1CN1CCCC(CNC(C)=O)C1 (stereo not given)	-16	-7	-5
5	Cc1ccccc1C(=O)N1C(C(=O)NCc2cccc(C(F)(F)F)c2)COC12CCN(C(=O)C1CCC1)CC2 (stereo not given)	-5	-3	-5
6	Cc1[nH]nc2c1C(c1ccc(F)c(Oc3ccccc3)c1)c1c(N)noc1-2 (stereo not given)	-6	10	-7
7	O=C(O)CNC(=O)C1CCCCC1	nt	8	-4
8	Cc1ccc(CCC2CCN(Cc3nc(N)nc(N)n3)CC2)cc1	nt	11	-14
9	CC1CC(Nc2ccc(C(=O)N(C)C)cn2)C(=O)N1c1ccccc1 (stereo not given)	nt	-18&-1	-6&-3
10	COC(=O)c1ccc(-n2c(C)cc(/C=N/n3cnnc3)c2C)cc1	nt	2	-8
11	CCOc1cc(Nc2ccc(NC(=O)Nc3ccc(OC)cc3)cc2)nc(C)n1	-8	10	-7
12	COc1ccc(-c2nn(CCc3ccccc3)c(=O)c3nc(C)sc23)cc1	0	4	6
13	Nc1ncnc(Nc2ccc(Br)cc2)n1	-6	16	2
14	CC1CN(c2cc(Cl)nc(SCC(=O)NCCc3ccccn3)n2)CCN1C(=O)c1ccc(Cl)cc1 (stereo not given)	-3	-5	-4
15	COCCNC(=O)Cn1nc2c(c1NC(=O)CC1CCCC1)CSC2	-7	-3	-3
16	O=C(Nc1ccc(C(F)(F)F)cc1)N1CCSC1c1ccc(OCc2ccccc2)cc1 (stereo not given)	0	0	0
17	Cc1cc2ccccc2n1CCC(=O)N[C@@H](CO)Cc1ccccc1	nt	16	-6
18	CCc1cc(CNC(=O)CC(c2ccccc2)c2ccc3c(c2)OCO3)on1 (stereo not given)	nt	3	-2
19	CCOC(=O)CN(C(=O)C1CCC1)[C@@H]1C[C@@H]2CO[C@H](C(C)C)C[C@@H]2C1	-8	13	-5
20	CC(C)(C)C1c2[nH]c3ccccc3c2CCN1Cc1cccnc1 (stereo not given)	nt	1	-6
21	O=C(c1ccc(Cl)cc1)N(Cc1c(-c2ccccc2)noc1N1CCCCC1)C1CC1	-5	11	-4
22	CCC(C)N(Cc1ccccc1OS(=O)(=O)c1ccc(NC(C)=O)cc1)C(=O)C1CCC1 (stereo not given)	-8	6	-4
23	Cc1nc2c(SCC(=O)N3CCCC3)nnc(-c3ccccc3)c2s1	-1	0	3
24	NS(=O)(=O)c1ccc(Br)c(F)c1	-11	-1	-6
25	CCOc1c(Br)cc(CNC(C)C2CCCO2)cc1Br (stereo not given)	-6	1	-6
26	CCN(C(=O)CCc1ccccc1F)C(C)CO (stereo not given)	nt	-1	-6
27	COc1ccc(Cl)cc1Cn1cc(C(=O)NCc2ccc3c(c2)OCO3)sc1=O	nt	13	-10
28	COc1ccc(Cl)cc1Cn1c(C)c(C(=O)NCc2cccc3ccccc23)sc1=O	nt	-6	0
29	Cc1cccc(C(=O)c2c(NC(=O)C3CCS(=O)(=O)C3)sc3c2CCCC3)c1 (stereo not given)	nt	1	-5
30	COc1ccc(OCCN(C)Cc2cc3c(cc2O)OCO3)cc1	nt	13	-6
31	Fc1ccc(Cn2cccc2CN(Cc2cccc(Cl)c2)CC2CCCCC2)cc1	-1	1	-2
32	O=C(CCl)NCCc1ccc(F)cc1	-2	0	-5
33	CCCc1nnc(N2CCC(O)(CO)CC2)o1	-5	nt	-14
34	N#Cc1cccc(NC(=O)CCn2cnc3sccc3c2=O)c1	nt	0	-10
35	C=c1cc(C)n(CC(=O)Nc2ccsc2C(=O)OC)c(=O)c1=C1N=C(c2ccc(F)cc2)NO1	-1	-2	-2
36	CCCCC(=O)Nc1ccc(NC(=O)C(C)n2ccnc2C)cc1 (stereo not given)	-12	27	-8
37	COCCCN(Cc1c(-c2ccc(F)cc2)noc1N1CCN(C)CC1)C(=O)c1cccs1	-3	nt	-3
38	CC1(C)C(=O)NC(=O)N1Cc1nc(C2CC2)nn1-c1ccc2c(c1)OCCO2	nt	19	-6
39	Clc1ccc(CSc2nnc3c(n2)OC=Nc2ccccc2-3)cc1	nt	9	0
40	Cc1cccc(-n2cc(CNCCN3CCCC(O)C3)c(-c3cccc(F)c3)n2)c1 (stereo not given)	-10	16	-9
41	CCN(NC(=O)C1CCN(C(=O)C(C)(C)C)CC1)c1ccc(C)cc1	-10	3	-6
42	Cc1nc2c(=O)n(CC(=O)Nc3ccc(C(C)C)cc3)nc(-c3ccco3)c2s1	-8	2	0
43	Cc1ccc(C)c(CC(=O)N2CCCCC2c2cc(C(=O)Nc3cccc(C#N)c3)no2)c1 (stereo not given)	-5	20	-5
44	CCOc1cccc(-c2ccc(C(=O)N3CCCC3)cn2)c1	-15	-3	-9
45	CCn1c(SCCOC)nnc1-c1cn(C)nc1OC	-9	11	-7
46	O=c1c2cnc3ncnn3c2ccn1CCO	nt	3	-6
47	O=C1COc2ccc(CC(=O)N3CCNCC3C(=O)NC3CC3)cc2N1 (stereo not given)	-15	2	-3
48	C#CCn1c(=NC(=O)c2cc(C)no2)sc2cc(C)ccc21	-9	9	-5
49	CS(=O)(=O)c1ccc(-n2ccnc2-c2ccccn2)cc1	nt	4	-6
50	O=C(N1CCOCC1)N1CCN(c2nc3nccc(-c4ccc(C5CCCCC5)cc4)n3n2)CC1	-6	nt	-11
51	CCOC(=O)c1c(NC(N)=O)sc(C)c1C	-2	-3	-4
52	Cc1cccc(COC(CN2CCN(C(=O)c3oc4ccccc4c3C)CC2)c2ccc(Cl)cc2)c1 (stereo not given)	-5	5	-3
53	CC(CN1CCOCC1)NC(=O)NC(C)(C)c1ccc2c(c1)OCO2 (stereo not given)	-7	2	-5
54	CC1(C)CN(C(=O)Nc2ccc(-n3cncn3)c(F)c2)CCO1	-6	7	-5
55	Cc1ccccc1NC(=O)CC1CSc2nccc(=O)n21 (stereo not given)	nt	-2	-4
56	Cc1nc(C2CC2)ncc1C(=O)NC1CC(=O)N(Cc2cccc(F)c2)C1 (stereo not given)	-13	-1	-6
57	Cc1nc2n(n1)C(=O)C(C(c1ccccc1)N1CCC(C)CC1)S2 (stereo not given)	nt	7	-7
58	CCc1nc2ccc(C(=O)NCc3ccccc3OC)cn2c1N(C=O)CCC(C)C	-2	-5	-1
59	CC(C)(C)C1CCC2(CC1)NC(CO)(CO)CO2 (stereo not given)	nt	5	1
60	COC(=O)c1ccccc1NC(=O)N1CC(=O)N2CCc3ccc(Cl)cc3C2C1 (stereo not given)	-5	16	-6
61	CCCc1cc(=O)oc2cc(OC(C)C(C)=O)c(Cl)cc12 (stereo not given)	nt	-2	-2

Some of these compounds in order of count of non-hydrogen atoms, low to high:
item	smiles	mcGAS lum	NPYLR7 ag	hcGAS inh
51	CCOC(=O)c1c(NC(N)=O)sc(C)c1C	-2	-3	-4
46	O=c1c2cnc3ncnn3c2ccn1CCO	nt	3	-6
59	CC(C)(C)C1CCC2(CC1)NC(CO)(CO)CO2 (stereo not given)	nt	5	1
45	CCn1c(SCCOC)nnc1-c1cn(C)nc1OC	-9	11	-7
49	CS(=O)(=O)c1ccc(-n2ccnc2-c2ccccn2)cc1	nt	4	-6
48	C#CCn1c(=NC(=O)c2cc(C)no2)sc2cc(C)ccc21	-9	9	-5
54	CC1(C)CN(C(=O)Nc2ccc(-n3cncn3)c(F)c2)CCO1	-6	7	-5
57	Cc1nc2n(n1)C(=O)C(C(c1ccccc1)N1CCC(C)CC1)S2 (stereo not given)	nt	7	-7
41	CCN(NC(=O)C1CCN(C(=O)C(C)(C)C)CC1)c1ccc(C)cc1	-10	3	-6
47	O=C1COc2ccc(CC(=O)N3CCNCC3C(=O)NC3CC3)cc2N1 (stereo not given)	-15	2	-3
56	Cc1nc(C2CC2)ncc1C(=O)NC1CC(=O)N(Cc2cccc(F)c2)C1 (stereo not given)	-13	-1	-6
60	COC(=O)c1ccccc1NC(=O)N1CC(=O)N2CCc3ccc(Cl)cc3C2C1 (stereo not given)	-5	16	-6
58	CCc1nc2ccc(C(=O)NCc3ccccc3OC)cn2c1N(C=O)CCC(C)C	-2	-5	-1
43	Cc1ccc(C)c(CC(=O)N2CCCCC2c2cc(C(=O)Nc3cccc(C#N)c3)no2)c1 (stereo not given)	-5	20	-5
50	O=C(N1CCOCC1)N1CCN(c2nc3nccc(-c4ccc(C5CCCCC5)cc4)n3n2)CC1	-6	nt	-11
52	Cc1cccc(COC(CN2CCN(C(=O)c3oc4ccccc4c3C)CC2)c2ccc(Cl)cc2)c1 (stereo not given)	-5	5	-3
